Screens (PubChem)
BoNT F protease = inhibitors of Botulinum neurotoxin F light chain protease; Multiplex microsphere protease cleavage assay, flow cytometry; inhibition, % at 10 µM; actives 0.22% (n = 360,000); in the data active = inhibition above about 35%, passing the limit was not always enough; inconclusive = no clear call, values can overlap the other calls; also: plate controls were buffer without enzyme for full effect and enzyme alone for no effect
Mtb UGM inh = blocks M. tuberculosis UGM enzyme | P9WIQ1 | purified UGM, fluorescence polarization probe displacement | inhibition, % at 10 µM | actives 0.06% (n = 320,000); in the data active = inhibition above about 10%, passing the limit was not always enough; inconclusive = no clear call, values can overlap the other calls
Target sequence (P9WIQ1 whole entry, looked up): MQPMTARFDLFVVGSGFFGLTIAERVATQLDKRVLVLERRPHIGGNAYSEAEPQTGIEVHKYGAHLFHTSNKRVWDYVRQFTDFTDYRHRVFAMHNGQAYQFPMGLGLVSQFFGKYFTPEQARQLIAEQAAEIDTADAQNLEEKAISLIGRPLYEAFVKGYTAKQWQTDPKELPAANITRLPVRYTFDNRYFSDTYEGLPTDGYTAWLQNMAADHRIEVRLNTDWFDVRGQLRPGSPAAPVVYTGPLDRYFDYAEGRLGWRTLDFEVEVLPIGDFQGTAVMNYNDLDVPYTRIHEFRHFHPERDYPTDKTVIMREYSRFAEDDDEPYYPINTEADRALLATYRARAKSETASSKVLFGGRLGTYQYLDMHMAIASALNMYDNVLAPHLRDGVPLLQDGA
MazEF act = activators of E. coli MazEF toxin-antitoxin RNase | P0AE70 | activation, % at 20 µM | FAM/BHQ RNA-DNA oligo cleavage fluorescence, 5 h | AID 504720 | actives 0.32% (n = 350,000); in the data active = activation above about 50%
Target sequence (P0AE70 whole entry, looked up): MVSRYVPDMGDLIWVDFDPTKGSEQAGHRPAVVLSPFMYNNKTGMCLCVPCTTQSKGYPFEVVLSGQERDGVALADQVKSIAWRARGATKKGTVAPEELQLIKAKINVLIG
FadD28 FP inh = M. tuberculosis FadD28 bisubstrate binding inhibition; FadD28 bisubstrate probe binding, fluorescence polarization; inhibition, % at 12.5 µM; actives 0.22% (n = 360,000); AID 588549; in the data active = inhibition above about 8.5%, passing the limit was not always enough; inconclusive = no clear call, values can overlap the other calls
PrPC TRFRET = inhibitors of human cell surface prion protein PrPC. actives 0.43% (n = 370,000). TR-FRET read-out. AID 720596. P04156. inhibition, % at 13.8 µM; in the data active = inhibition above about 24%; also: 0% = median of the test wells and 100% = reference compound wells
GDH-TPI inh = GDH-TPI coupled enzyme inhibition counter-screen. inhibition, % at 4.8 µM. GDH-TPI coupled enzyme counterscreen, NADH absorbance. actives 1.2% (n = 360,000); in the data active = inhibition above about 30%;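 also: 0% = DMSO wells and 100% = wells lacking the enzyme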
Mtb BioA inh = blocks M. tuberculosis BioA enzyme activity; inhibition, % at 9.99 µM; purified M. tuberculosis BioA enzyme, plate reader; actives 0.096% (n = 360,000); in the data active = inhibition above about 40%; inconclusive = no clear call, values can overlap the other calls
FBA Mtb inh = inhibits M. tuberculosis FBA enzyme | P9WQA3 | inhibition, % at 1 µM | actives 2.3% (n = 360,000) | purified M. tuberculosis FBA, fluorescence read-out | AID 588726; in the data active = inhibition above about 27%;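 also: 0% = vehicle and 100% = reference inhibitor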
Target sequence (P9WQA3 whole entry, looked up): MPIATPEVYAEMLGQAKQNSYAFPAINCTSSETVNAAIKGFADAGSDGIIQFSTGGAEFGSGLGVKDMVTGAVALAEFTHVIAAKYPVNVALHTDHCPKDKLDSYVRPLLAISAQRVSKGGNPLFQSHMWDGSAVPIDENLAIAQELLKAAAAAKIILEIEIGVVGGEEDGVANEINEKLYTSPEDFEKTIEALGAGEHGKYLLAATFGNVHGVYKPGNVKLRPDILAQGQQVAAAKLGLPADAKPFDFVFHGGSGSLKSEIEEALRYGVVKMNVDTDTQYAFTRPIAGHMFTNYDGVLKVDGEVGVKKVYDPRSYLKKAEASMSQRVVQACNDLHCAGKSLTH
Rv3671c protease = inhibits the M. tuberculosis serine protease Rv3671c. P9WHR9. inhibition, % at 5.96 µM. actives 0.048% (n = 320,000); in the data active = inhibition above about 38%;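 also: extracellular domain of Rv3671c used as enzyme; 0% = enzyme with DMSO and 100% = no enzyme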
The depositor's hits bear a star; ? = inconclusive; / = not tested or not shown; & = joins results of further samples.

SMILES | BoNT F protease | Mtb UGM inh | MazEF act | FadD28 FP inh | PrPC TRFRET | GDH-TPI inh | Mtb BioA inh | FBA Mtb inh | Rv3671c protease
Cc1ccc(-n2c(=S)[nH]c3[nH]ncc3c2=O)cc1 | -4 | 2.4 | -7 | -4.5 | 4 | -4 | / | -2 | -12
Cc1nn(C)c(C)c1NS(=O)(=O)c1ccc(Cl)s1 | 5 | -1.1 | 8 | 2.4 | 2 | -2 | -5.5 | 6 | 0
CCOC(=O)c1c[nH]c2ccc3ccccc3c2c1=O | -38 | -3.1 | 2 | -3.7 | -3 | 9 | -0.4 | -5 | 4
O=C(CSc1nnc(NC(=O)c2ccco2)s1)Nc1ccccc1Cl | -11 | 1.4 | 0 | / | -4 | -10 | / | -2 | 0
N[C@@]1(C(=O)O)CC[C@@H](C(=O)O)C1 | 3 | 0.9 | -8 | -1.6 | 3 | -10 | -1.0 | 4 | -2
CCN(CC)c1nc2cc(OC)ccc2cc1C#N | 23 | 3.3 | -17 | -5.0 | -7 | 17 | -1.2 | 32* | -5
COc1ccc(Cl)cc1-n1c(=S)sc2c(=O)[nH]c(SCC(=O)C(C)(C)C)nc21 | -8 | 0.0 | -3 | -13 | 7 | 11 | 3.4 | -1 | -5
COc1ccccc1CNC(=O)CCCc1nnc2n(C)c(=O)c3sccc3n12 | -7 | 0.8 | 1 | -1.0 | 9 | 14 | 0.9 | 5 | -4
CC1CC(C)(C)Nc2ccc(N=O)cc21 (stereo unspecified) | -12 | / | -11 | 0.4 | -17 | 13 | / | -31 | /
CCc1nc2ccccc2c(=O)n1NCCc1ccccc1 | -1 | -0.8 | 3 | -0.7 | 2 | 3 | / | 0 | 5
CCOc1[nH]n(-c2ccccc2)c(=O)c1C=Nc1ccc(C(=O)OC)cc1 | -5 | -1.6 | -7 | 1.4 | 4 | 4 | / | 6 | -11
CN(C)C(=O)c1ccc(Cc2cn(C)c3ccccc23)nc1 | 4 | / | / | -1.1 | -8 | 10 | 0.8 | 2 | /

Among those listed so far, these contain a thiophene ring, fused or not.
SMILES | BoNT F protease | Mtb UGM inh | MazEF act | FadD28 FP inh | PrPC TRFRET | GDH-TPI inh | Mtb BioA inh | FBA Mtb inh | Rv3671c protease
Cc1nn(C)c(C)c1NS(=O)(=O)c1ccc(Cl)s1 | 5 | -1.1 | 8 | 2.4 | 2 | -2 | -5.5 | 6 | 0
COc1ccccc1CNC(=O)CCCc1nnc2n(C)c(=O)c3sccc3n12 | -7 | 0.8 | 1 | -1.0 | 9 | 14 | 0.9 | 5 | -4

The results go on:
SMILES | BoNT F protease | Mtb UGM inh | MazEF act | FadD28 FP inh | PrPC TRFRET | GDH-TPI inh | Mtb BioA inh | FBA Mtb inh | Rv3671c protease
Cc1cccc(NC2=NC(C)(C)N=C(N)N2)c1 | 1 | 0.0 | 10 | -0.8 | 7 | 11 | 1.6 | 1 | 0
CS(=O)(=O)N1CC2CCCN2c2ccc(C(F)(F)F)cc21 (stereo unspecified) | -8 | -0.5 | -20 | -1.9 | 2 | -4 | 9.7 | 0 | -2
Cc1occc1C(=O)N(C)CC1CCCN(CCc2ccc(Cl)cc2)C1 (stereo unspecified) | -7 | / | -5 | -2.7 | -1 | 3 | 0.1 | 2 | /
O=C(CN1C(=O)S/C(=C/c2ccncc2)C1=O)Nc1ccccc1 | 8 | -3.2 | 1 | -1.5 | 1 | 3 | -1.2 | 0 | 0
CNC(=O)Cn1ncc2c(C)n(Cc3ccc(C)cc3)c(C)c2c1=O | 4 | -1.2 | -4 | -3.3 | 1 | -5 | 7.6 | 0 | 3
O=C(CSCc1ccccc1)N1CCN(c2ccccc2)CC1 | -1 | 0.1 | 1 | -2.7 | -1 | 1 | / | -3 | 4
C[C@@H]1CN([C@@H](C)CO)C(=O)CCCn2nncc2CO[C@H]1CN(C)C(=O)Cc1ccccc1 | -3 | / | 10 | -2.3 | 4 | -2 | 0.9&-1.5&-0.7 | -3 | /
CC(C)c1ccc(OCC(=O)NC(Cc2c[nH]c3ccccc23)C(=O)O)cc1 (stereo unspecified) | -1 | -0.9 | 7 | 1.2 | 7 | 10 | -5.0 | -1 | -1
CCC(CC)c1nnc(NC(=O)CN2C(=O)C3C4C=CC(C4)C3C2=O)s1 (stereo unspecified) | -7 | 0.4 | -2 | 0.8 | -8 | 17 | -1.9 | -2 | 6
COc1cc(OC)c(NC(=S)NCc2ccc(F)cc2)cc1Cl | -2 | 0.4 | 12 | -4.8 | -1 | -7 | -1.4 | -4 | 3
COc1ccc(CNC(=O)[C@@H]2CC=C[C@@H]3CCN(Cc4ccccc4)C(=O)[C@@H]32)cc1 | 5 | -1.4 | 4 | 0.4 | -4 | -5 | 4.0 | 4 | 0
CCOc1ccc(CC(=O)NNC(=S)NC)cc1Br | 0 | 0.7 | 17 | -2.0 | -3 | 4 | -1.7 | -1 | -11
O=C(CCC(=O)c1cccs1)NC(c1ccccc1)c1ccccc1 | -1 | -2.1 | 6 | -1.1 | 33* | 0 | -2.5 | -3 | 0
CCCCOC1OCN(C2CCCCC2)CC1(C)C (stereo unspecified) | -3 | / | 0 | -1.4 | 7 | 12 | -1.2 | 1 | /
COc1cc(C=O)ccc1OCCSc1ccc(Cl)cc1 | -14 | 1.2 | -15 | -0.8 | -4 | 0 | 8.5 | 0 | 2
Cn1c(=O)n(Cc2ccccc2)c(=O)c2c1nc1n2CCCN1Cc1ccccc1 | -29 | -0.4 | 11 | -0.9 | 1 | 6 | -2.5 | 3 | 3
COc1cccc(CNc2ccc(S(N)(=O)=O)cc2)c1OCc1ccccc1F | 3 | 1.8 | -2 | -3.2 | 1 | -8 | / | -3 | 4
CCOC(=O)N1CCN(C(=O)CSc2ccc3nnc(-c4ccccn4)n3n2)CC1 | -2 | 1.4 | 20 | 1.0 | 4 | -1 | 0.5 | 10 | 4
O=C(CSc1ncccn1)Nc1ccccc1 | 2 | -2.0 | -7 | -3.3 | 5 | -7 | / | -4 | -1
O=C(CCSc1nc(-c2ccccc2)c(-c2ccccc2)o1)N1CCCCC1 | 7 | / | 5 | -3.3 | 1 | -7 | / | 16 | /
O=C1C2C3CCC(C3NCc3ccccc3)C2C(=O)N1Cc1ccccc1 (stereo unspecified) | -3 | 0.8 | 0 | -3.2 | 5 | -6 | / | 1 | 5
NCc1csc(NC(=O)Nc2cccc(Cl)c2)n1 | -14 | / | / | -7.6 | 9 | 7 | -1.3 | 1 | /
CCCCn1ccnc1C(=O)c1ccc(S(=O)(=O)N(CCOC)CCOC)cc1 | -4 | 1.0 | -2 | -4.2 | -3 | 17 | -1.4 | -2 | 0
CC(=O)Nc1ccc(S(=O)(=O)N=S(C)C)cc1 | 20 | 0.8 | 1 | -2.7 | 3 | 9 | -1.9 | 3 | 1

3 entries from above, with values under each structure.
The line under a structure holds: BoNT F protease	Mtb UGM inh	MazEF act	FadD28 FP inh	PrPC TRFRET	GDH-TPI inh	Mtb BioA inh	FBA Mtb inh	Rv3671c protease
> CCCCOC1OCN(C2CCCCC2)CC1(C)C (stereo unspecified)
  -3	/	0	-1.4	7	12	-1.2	1	/
> COc1cc(C=O)ccc1OCCSc1ccc(Cl)cc1
  -14	1.2	-15	-0.8	-4	0	8.5	0	2
> Cn1c(=O)n(Cc2ccccc2)c(=O)c2c1nc1n2CCCN1Cc1ccccc1
  -29	-0.4	11	-0.9	1	6	-2.5	3	3

(more compounds)
SMILES | BoNT F protease | Mtb UGM inh | MazEF act | FadD28 FP inh | PrPC TRFRET | GDH-TPI inh | Mtb BioA inh | FBA Mtb inh | Rv3671c protease
CCN(CC)CCCNC(=O)CSc1nc(-c2cccs2)cc(C(F)(F)F)n1 | -6 | 1.3 | 11 | -1.8 | -7 | 11 | 0.4 | 2 | 0
Cn1cc(-c2ccccc2)cc(C#N)c1=O | 3 | 0.8 | -12 | -0.5 | 5 | 3 | 1.1 | 50* | 8
Cc1ccccc1OCC(=O)N/N=C/c1cn(C)c2ccccc12 | ? | -0.9 | 4 | 0.6 | -1 | 28 | -1.5 | -1 | 4
CCCC(=O)NC(c1ccc(OC)c(OC)c1)c1c(O)ccc2ccccc12 (stereo unspecified) | -2 | -0.2 | -1 | -3.6 | 3 | 6 | 1.0 | 14 | -4
COc1ccccc1NC(=O)Nc1sccc1-c1nc2ccccc2s1 | -6 | 2.5 | -1 | -1.0 | 7 | 14 | -1.9 | 11 | -10
N#CC1=C(SCC(=O)Nc2cccc3cccnc23)NC(=O)C(C#N)C12CCCCC2 (stereo unspecified) | 0 | 4.5 | -2 | -1.5 | 2 | 11 | 2.6 | 1 | -8
CC(=O)Nc1ccc(SC(C)C(=O)NC2CCCC2)cc1 (stereo unspecified) | 5 | 0.2 | 2 | / | 5 | -1 | -1.1 | 1 | 4
COc1ccccc1-c1nc(C#N)c(N2CCN(Cc3ccccc3)CC2)o1 | 2 | 0.5 | -10 | -0.5 | 7 | 14 | 0.4 | 18 | -7
O=C(C1CCCN(Cc2cc(Br)ccc2O)C1)N1CCCCC1 (stereo unspecified) | 13 | 0.1 | 1 | -2.6 | -6 | 7 | 14 | 4 | -3
Oc1ccccc1-c1nc(/C=C/c2ccccc2)nn1-c1ccccc1 | -7 | 0.5 | 6 | -3.9 | -3 | 11 | / | 4 | -4
O=c1c2c(nc3cc(-c4ccc(Br)cc4)[nH]n13)CCCC2 | 0 | -2.7 | 21 | -1.2 | -3 | 3 | -1.6 | 5 | -10
CCOC(=O)c1ccc(NC(=O)c2nc[nH]c2C(=O)NCC(=O)OC(C)(C)C)cc1 | -5 | -1.2 | -3 | -6.6 | 8 | 0 | -0.4 | 1 | -21
CCOC(=O)C(CC)Sc1nc2c(cnn2-c2ccccc2)c(=O)[nH]1 (stereo unspecified) | -3 | -0.6 | 3 | -3.3 | 6 | 0 | -1.6 | 0 | 6
Nc1cc(-c2ccccc2)nn1Cc1ccc(Cl)cc1 | -7 | 1.2 | -1 | -0.7 | 13 | 8 | / | -1 | 0
CCCc1cc(=O)[nH]c(SCC(=O)N2CCOCC2)n1 | 16 | 0.2 | 14 | 0.9 | -4 | 1 | -1.6 | 2 | -2
Cc1ccc(Cn2nnnc2CN2CCC(NC(=O)c3ccc(Br)cc3)CC2)cc1 | 1 | 0.1 | 7 | -0.7 | -2 | 2 | -0.8 | 2 | 2
O=C(CNC(=O)c1ccccc1F)Nc1ccncc1 | -6 | 6.6 | 5 | -3.5 | 6 | 0 | / | 1 | -7
CC(C)(C)C(=O)NC1=NN(c2c(Cl)cc(Cl)cc2Cl)C(=O)C1 | 0 | -1.3 | -3 | -1.2 | 3 | 1 | / | 4 | -3
CCCCNC(=O)OCCSCCS(=O)(=O)c1ccc(Cl)cc1 | -2 | -4.6 | 5 | -0.2 | 8 | 6 | / | 3 | 10
CCC(CC)c1nnc(NC(=O)c2c(C)nn(Cc3ccccc3Cl)c2C)s1 | 0 | 4.7 | 1 | -2.9 | 1 | 1 | / | 0 | -10
CCn1c(SCC(=O)NCc2ccco2)nnc1-c1c[nH]c2ccccc12 | 5 | -0.8 | 11 | 0.8 | 2 | 11 | -0.6 | 1 | 5
Cc1cc(Cl)ccc1NC(=O)COC(=O)c1c(C)noc1C | -3 | -2.5 | 3 | / | -2 | 1 | -2.5 | 0 | -5
Nc1ncc([N+](=O)[O-])c(Oc2ccccc2F)n1 | -5 | 1.5 | 0 | -3.8 | -2 | -6 | -1.7 | -3 | 6
Brc1cccc(-c2nnc3sc(CNC4CCCC4)cn23)c1 | 1 | 1.4 | 4 | -0.2 | 9 | 16 | -1.9 | 6 | -1
CS(=O)(=O)N1CCC(C(=O)N2CCN(c3ccccc3F)CC2)CC1 | -9 | -1.0 | 9 | -1.8 | -4 | -1 | / | -2 | 5
CN(C(=O)C1CCN(S(=O)(=O)c2ccccc2)CC1)c1c(N)n(Cc2ccccc2)c(=O)[nH]c1=O | 2 | 2.2 | 7 | -0.5 | -2 | 4 | -1.4 | 3 | -1
CNc1nnc(SCC(=O)c2c(N)n(C3CC3)c(=O)[nH]c2=O)s1 | -1 | / | 0 | -1.2 | -3 | 6 | -1.2 | 5 | /
COCCN1CCn2c(nc3cc([N+](=O)[O-])ccc32)C1 | 4 | -0.3 | 1 | -1.2 | -10 | 11 | / | -2 | -5
COc1ccc(-n2nc3ccc(NS(C)(=O)=O)cc3n2)cc1Cl | -12 | -0.1 | 4 | -0.1 | -1 | 11 | / | 92* | 1
COCCN(C(=O)Cc1cccs1)C(C(=O)NCc1ccc(OC)cc1)c1ccc(C)cc1 (stereo unspecified) | 0 | -0.8 | 3 | -0.3 | -5 | 2 | 1.7 | -4 | 8
